P. falciparum M17LAP = P. falciparum M17LAP inhibitors, primary screen, biochemical, fluorogenic H-Leu-NHMec substrate, 1536-well (AID 1619); inhibition, % at 30 µM, or IC50 in µM where a hit was titrated; Leucine aminopeptidase (Plasmodium falciparum (isolate 3D7)); 0.38% of 220,000 active; recombinant M17LAP, H-Leu-NHMec fluorogenic kinetic assay; higher % means a stronger effect;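 active = compound inhibiting the enzyme by more than half at any dose during confirmatory dose-response retesting; inconclusive = strong single-dose inhibitors picked by rank but not retested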;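 note: plate controls were full reaction with DMSO carrier for no effect and no enzyme background for full effect; strong numbers were not always called active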
RSV antiviral HEp-2 = RSV antiviral activity via CPE protection, HEp-2 cells, primary 10 µM value included (AID 2391); HEp-2 cells, RSV-induced CPE inhibition; higher % means a stronger effect; CPE inhibition, % at 10 µM, or IC50 in µM where a hit was titrated; 0.13% of 310,000 active; in the data active = a potency from the dose series; inconclusive = CPE inhibition mostly from about 23% at the one dose, without a potency; inactive = the rest, 99 in 100 with CPE inhibition below about 21%; note: strong numbers were not always called active
M1AAP inhibition = P. falciparum M1AAP inhibitors, biochemical, fluorogenic H-Leu-NHMec substrate, 1536-well (AID 1445); Aminopeptidase N (Plasmodium falciparum (isolate 3D7)); recombinant M1AAP, H-Leu-NHMec fluorogenic kinetic assay; higher % means a stronger effect; inhibition, % at 30 µM; hits with a dose series show IC50 in µM; 0.42% of 220,000 active;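 active = primary inhibition above the hit cutoff, then over 50% inhibition at one or more dose response concentrations, cut at about 23% in these data, passing the limit was not always enough; inconclusive = conflicting primary data, or primary hits not chosen for dose response; inactive = low primary inhibition, or under 50% at every dose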;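 note: plate controls were DMSO full reaction for no effect and no enzyme background for full effect; strong numbers were not always called active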
human PMI inhibitors = human PMI inhibitors, high substrate, primary screen, biochemical, fluorescence intensity, high mannose 6-phosphate (AID 1220) | Mannose-6-phosphate isomerase (Homo sapiens) | recombinant PMI enzyme, coupled fluorescence intensity; higher % means a stronger effect | inhibition, % at 20 µM; hits with a dose series show IC50 in µM | 0.66% of 190,000 active
T cell HTS = modulators of CD8 T cell-vesicle binding, primary screen, mouse 2C CD8+ T cells, flow cytometry | 2C CD8+ T cell-vesicle binding; stronger effect = lower value | calls only at 7 µM | 0.068% of 330,000 active | AID 2052, 2009;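 active = response, share of CD8 T cells binding vesicles, and their 90th percentile fluorescence all below set limits, cut at about 80% in these data, passing the limit was not always enough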
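Assay system: 2C TCR transgenic mouse naive CD8+ T cells, MACS-purified | Read-out: CD8+ gate FL2 mean fluorescence as % of same-row positive control | Signal: High-throughput flow cytometry with anti-B7-1 and anti-CD8 staining | Timing: Binding step 1.5 h, 37 °C, antibody labelling 20 min, ice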
human PMI inhibition = inhibitors of human PMI, primary screen, biochemical, fluorescence intensity, coupled assay (AID 1209); 0.42% of 190,000 active; inhibition, % at 20 µM; hits with a dose series show IC50 in µM; purified PMI enzyme, coupled fluorescence intensity; higher % means a stronger effect; Mannose-6-phosphate isomerase (Homo sapiens);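 note: plate controls were DMSO vehicle for no effect and wells lacking substrate for full effect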
TNAP activators = human TNAP enzyme activators, primary screen, biochemical, luminescent, no phosphate acceptor, uHTS (AID 1001) | Alkaline phosphatase, tissue-nonspecific isozyme (Homo sapiens) | purified TNAP, luminescent activation assay, no phosphate acceptor; higher activation fold means a stronger effect | one-dose activation fold at 20 µM; EC50 in µM for titrated hits | 0.03% of 200,000 active; in the data active = activation fold from about 3, or a potency from the dose series; inactive = the rest, 99 in 100 with activation fold below about 1.6; note: many of its hits are not listed in these tables
UTI89 phage lysis = inhibition of K1F phage lysis, E. coli UTI89, bacterial capsule biogenesis inhibitors, alamar blue (AID 488966) | E. coli UTI89 K1F phage lysis, alamar blue, 2 h; higher % means a stronger effect | one-dose inhibition, % at 100 µM; IC50 in µM for titrated hits | 0.02% of 340,000 active;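 active = phage lysis inhibition, versus mean bacterial control, above a set limit; inconclusive = no clear call, values can overlap the other calls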;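 note: capsule biogenesis inhibitors block K1F phage lysis so surviving cells raise fluorescence; higher fluorescence means more inhibition of phage lysis; actives were called in the ten point dose series up to 300 µM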
West Nile virus CPE = West Nile virus antiviral activity, cell-based, CPE readout (AID 1621). CPE inhibition, % at 10 µM; hits with a dose series show IC50 in µM. West Nile virus-infected cells, CPE inhibition; higher % means a stronger effect. 0.02% of 290,000 active; in the data active = a potency from the dose series; inconclusive = CPE inhibition mostly from about 3.7% at the one dose, without a potency; inactive = the rest, 99 in 100 with CPE inhibition below about 2.2%; note: strong numbers were not always called active
T cell HTS vesicle-bound % = second read-out of T cell HTS, no call of its own (marks repeat the call); double positive events, %; measured here: CD8+ vesicle-bound cell fraction;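 binding gate set so that unloaded-vesicle control wells show 10% double positive cells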
Numbers without * were called inactive; i = inactive; ? = inconclusive; . = no result given; [ ] = dose if it differs, or a comment. Cut-off read from the data, not from the text of the source, unless noted: active = inhibition above about 50%; inactive = the rest. Compounds were not picked by outcome. About 1.5% of those tested had a hit in this group.

SMILES	P. falciparum M17LAP	RSV antiviral HEp-2	M1AAP inhibition	human PMI inhibitors	T cell HTS	T cell HTS vesicle-bound %	human PMI inhibition	TNAP activators	UTI89 phage lysis	West Nile virus CPE
CCCCN(CC)Cc1ccc(CNC(=O)Nc2ccc(Cl)cc2)o1	-3%	2.0%	0%	-3%	i	27	-9%	1.2	0.2%	1.8%
N#CCOC(=O)C1c2ccccc2Oc2ccccc21	.	0.7%	.	.	i	23	.	.	-0.5%	-0.1%
CCNC(=O)Cn1c(=O)c(=O)n(Cc2ccccc2)c2ccc(Cl)cc21	-8%	1.5%	4%	-9%	i	30	-1%	1	4.3%	-0.6%
COc1cc2c(c(OC)c1CC=C(C)C)C[C@H](c1ccc(O)cc1O)CO2	.	54%	.	.	i	20	.	.	-0.2%	0.1%
COc1cccc(CN2CCN(C(=O)c3cccc(OC)c3)CC2)c1	.	1.0%	.	.	i	62	.	.	-0.1%	0.0%
CC1CC(C)CN(S(=O)(=O)N2CCCC(C(=O)NCCCN3CCOCC3)C2)C1 (stereo not drawn)	.	-1.1%	.	.	i	21	.	.	0.3%	-0.3%
COc1cccc(NC(=O)NNC(=O)c2ccc3c(c2)NC(=O)C(C)(C)O3)c1	.	1.8%	.	.	i	11	.	.	-0.1%	0.5%
NS(=O)(=O)c1ccc(CCNC(=O)CNC(=O)c2ccccc2F)cc1	.	0.8%	.	.	i	41	.	.	0.0%	-0.6%
Cc1ccc(/C=N/NC(=O)Nc2ccccc2)o1	15%	1.2%	4%	1%	i	47	19%	1	2.8%	-0.3%
NC(=S)Nc1nccc(-c2cccs2)n1	0%	3.1%	5%	-25%	i	16	-8%	1.1	0.0%	-0.4%
CCNC(=S)NNC(=O)c1ccc(OC)cc1	-5%	4.2%	2%	13%	i	21	12%	1.7	0.4%	0.1%
COc1ccc(Cc2nc(N)nc(N)n2)cc1	0%	3.0%	2%	-6%	i	29	-7%	1.1	1.0%	-0.1%
COCCCNC(=S)N/N=C/c1ccc(OC)c(Br)c1	2%	13%	16%	.	i	32	.	.	-0.6%	0.3%
CC(/C=C/c1ccccc1F)=N\NC(=O)c1cccc(F)c1	1%	1.4%	-8%	-9%	i	41	-5%	1.1	-0.2%	-0.8%
O=c1oc(/C=C/c2ccco2)nc2sc3c(c12)CCC3	33%	2.0%	12%	1%	i	37	0%	1.1	-0.3%	.
CCN1CCN(C(c2cccs2)C(C)NC(=O)c2ccccc2)CC1 (stereo not drawn)	2%	1.4%	9%	-27%	i	20	-22%	1.1	0.0%	0.1%
O=C1N(Cc2cccc(Cl)c2)C[C@@H]2C[C@@H](c3ccccn3)N3CCC[C@@]123	4%	0.2%	0%	-3%	i	20	-5%	1.1	-0.3%	-0.3%
C=CCn1c(SCC(=O)Nc2nc3ccccc3s2)nc(O)c(CC)c1=O	4%	8.3%	13%	.	i	26	.	.	-2.8%	0.4%
O=C(COC(=O)C12CC3CC(CC(Br)(C3)C1)C2)N1CCOCC1	-1%	-1.2%	2%	-10%	i	47	-5%	1	1.3%	0.5%
CC1Cc2ccccc2N1CC(=O)Nc1ccc2c(c1)OC(F)(F)O2 (stereo not drawn)	7%	6.8%	6%	2%	i	40	4%	1.1	-0.1%	-0.5%
O=C(COC(=O)CCc1ccccc1)NC12CC3CC(CC(C3)C1)C2	-7%	-0.5%	3%	12%	i	9	10%	1.2	0.3%	-0.3%
Cc1ccc(C(=O)NCCc2nnc3ccc(SCC(=O)N4CCCC4)nn23)cc1	.	2.1%	.	.	i	14	.	.	-0.6%[50 µM]	-0.2%
CCN(CC)S(=O)(=O)c1ccc(C(=O)/C=C/c2ccc(-c3ccc([N+](=O)[O-])cc3)o2)cc1	1%	5.6%	0%	.	i	29	.	.	-0.1%	0.0%
CCN(CC)Cc1csc(C(N)=O)c1	-6%	0.8%	-6%	-5%	i	23	-4%	1.1	-0.1%	-0.6%

5 of the compounds above, with values under each structure.
Order of values – P. falciparum M17LAP | RSV antiviral HEp-2 | M1AAP inhibition | human PMI inhibitors | T cell HTS | T cell HTS vesicle-bound % | human PMI inhibition | TNAP activators | UTI89 phage lysis | West Nile virus CPE
O=c1oc(/C=C/c2ccco2)nc2sc3c(c12)CCC3
 : 33% | 2.0% | 12% | 1% | i | 37 | 0% | 1.1 | -0.3% | .
COc1cccc(CN2CCN(C(=O)c3cccc(OC)c3)CC2)c1
 : . | 1.0% | . | . | i | 62 | . | . | -0.1% | 0.0%
O=C(COC(=O)CCc1ccccc1)NC12CC3CC(CC(C3)C1)C2
 : -7% | -0.5% | 3% | 12% | i | 9 | 10% | 1.2 | 0.3% | -0.3%
COc1cccc(NC(=O)NNC(=O)c2ccc3c(c2)NC(=O)C(C)(C)O3)c1
 : . | 1.8% | . | . | i | 11 | . | . | -0.1% | 0.5%
N#CCOC(=O)C1c2ccccc2Oc2ccccc21
 : . | 0.7% | . | . | i | 23 | . | . | -0.5% | -0.1%

Other entries follow:
SMILES	P. falciparum M17LAP	RSV antiviral HEp-2	M1AAP inhibition	human PMI inhibitors	T cell HTS	T cell HTS vesicle-bound %	human PMI inhibition	TNAP activators	UTI89 phage lysis	West Nile virus CPE
N/C(=N\N=C\c1ccco1)SC1CC(=O)N(c2ccccc2)C1=O (stereo not drawn)	26%	-0.8%	12%	2%	i	47	4%	1	-7.1%	0.4%
O=C1NCCCCC1NS(=O)(=O)c1ccccc1 (stereo not drawn)	.	0.1%	.	.	i	38	.	.	0.0%	-0.3%
O=C(NCCCn1ccnc1)C1c2ccccc2Oc2ccccc21	-4%	0.6%	-5%	-5%	i	54	-1%	1.1	0.1%	-1.1%
Cc1ccc(-c2cc(N)nc(-c3ccccc3)c2)cc1	.	6.2%	.	.	i	28	.	.	-0.3%	-0.6%
COc1ccc(CCNS(=O)(=O)c2ccc(-c3ccc(=O)[nH]n3)o2)cc1OC	.	1.9%	.	.	i	25	.	.	0.1%	0.8%
Cc1cc(C)c2c(N)c(C(=O)NCC3CCCCC3)sc2n1	38%	3.0%	13%	-40%	i	25	-21%	1	-0.1%	0.6%
CCOc1ccc2nc(NC(=O)C3CCN(c4cnccn4)CC3)sc2c1	3%	8.8%	4%	12%	i	49	5%	1.1	0.2%	0.1%
O=C1c2ccccc2C(=O)C1c1ccccc1	-2%	-0.7%	-7%	-12%	i	11	-16%	1.1	1.4%	-0.2%
CCCCN(C)CC(O)Cn1cc(/C=C/C(=O)c2cccs2)c2ccccc21 (stereo not drawn)	4%	2.9%	11%	23%	i	59	20%	1	8.5%[50 µM]	-2.0%
CC(C)COc1ccc(C(=O)N(Cc2ccco2)C2CCS(=O)(=O)C2)cc1 (stereo not drawn)	0%	2.3%	0%	-2%	i	18	2%	1.1	0.1%	-0.6%
Cc1ccc(CNC(=O)c2ccc3c(=O)c(O)c(-c4ccc(C)cc4)[nH]c3c2)cc1	-11%	2.9%	4%	.	i	34	.	.	0.1%	?
Cc1cc(-c2nnc3n2N=C(c2ccc(-c4ccccc4)cc2)CS3)n[nH]1	2%	0.9%	5%	2%	i	51	15%	1.2	-0.1%	0.6%
O=C(OCC(=O)N1CCCCC1)c1cc(NS(=O)(=O)c2ccc(Cl)c([N+](=O)[O-])c2)ccc1O	23%	4.4%	14%	16%	i	56	15%	1.1	-3.5%	0.9%
COC(=O)c1c(CSc2cccc(C)c2)noc1C(=O)NCc1ccco1	8%	5.8%	-3%	16%	i	40	15%	1	-3.6%	0.1%
O=C(Nc1ccc(Cl)cc1)C1CC(=O)n2c(nc3ccccc32)N1 (stereo not drawn)	3%	-0.1%	-3%	8%	i	24	9%	1.3	0.1%	-0.6%
COc1ccc(CCNS(=O)(=O)c2cccc3cccnc23)cc1OC	1%	-0.1%	-1%	.	i	27	.	.	0.4%	-0.2%
O=C(CCS(=O)(=O)Cc1ccccc1)N1CCN(c2ccccc2)CC1	-10%	3.0%	2%	-8%	i	18	-6%	1.1	-0.6%	0.1%
CCOC(=O)c1c(-c2cccs2)csc1NC(=O)CCCC(=O)O	20µM*	7.6%	1%	-6%	i	34	-5%	1.1	-1.2%	0.1%
COCCSc1ccccc1C(=O)Nc1nncs1	37%	-1.4%	1%	-4%	i	44	2%	1.1	-0.2%	0.6%
Cc1cc(C)cc(OC(=O)CN2C(=O)c3ccccc3C2=O)c1	.	0.8%	.	.	i	57	.	.	0.2%	-0.3%
Cc1ccc(C2CC(c3ccco3)n3nc(N)nc3N2)cc1 (stereo not drawn)	-8%	1.5%	3%	9%	i	34	7%	1.1	4.3%	0.0%
COC(=O)CCCCCN1C(=O)/C(=C\c2ccncc2)SC1=S	14%	7.3%	11%	.	i	53	.	.	-2.0%	0.2%
COc1ccc(CNC(=O)c2c(O)c3cccc4c3n(c2=O)CCC4)cc1OC	-2%	-0.4%	9%	-17%	i	36	-11%	0.9	-0.2%	-0.3%
COc1cc(OC)cc(C(=O)OCc2cc3ccccc3[nH]c2=O)c1	-2%	-0.4%	-2%	-9%	i	20	-6%	0.8	-0.4%	.
O=C(NCCc1ccccc1)c1ccc([N+](=O)[O-])cc1	-2%	3.6%	3%	-14%	i	14	-4%	1	0.1%	.
CCOc1ccc(S(=O)(=O)N2CCC(C(=O)NC3CCCCC3)CC2)cc1	.	1.2%	.	.	i	9	.	.	-0.6%[50 µM]	-0.8%
O=C(c1ccc(Cn2cc(Br)cn2)o1)N1N=C(C(F)F)CC1(O)C(F)F (stereo not drawn)	10%	0.9%	8%	0%	i	22	-2%	1.1	-1.0%	-0.7%
NC(=S)N1OC[C@@H]2COc3ccc4ccccc4c3[C@@H]21	-3%	4.1%	1%	-8%	i	33	0%	1.1	-1.0%	-0.1%
Cc1sc2nc(C(C)C)nc(SCC(=O)NC3CC3)c2c1C	.	2.6%	.	.	i	24	.	.	-0.2%	-0.6%
CSc1nsc(SCC(=O)NCc2ccc(C)cc2)n1	.	0.8%	.	.	i	48	.	.	0.9%	-0.2%
